Source: PubChem BioAssay
Insulin prom up – MIN6 insulin promoter up-regulation; MIN6 insulin promoter-GFP reporter, high-content imaging; stronger effect = higher value; z-score at 5 µM; hit rate 0.3% among 190,000; AID 1625;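 active means z-score above 3 at 5 µM with at least 500 cells counted in the well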
Myeloid diff MLP – compounds promoting myeloid differentiation | ER-HoxA9 myeloid progenitors, lysozyme-GFP differentiation, flow cytometry | calls only at 10 µM | hit rate 1% among 360,000 | AID 624256;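 active means normalized GFP-positive differentiation at or above the plate's own cutoff, the solvent-only control mean plus 3 SD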;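 further: cells exposed to compound for four days before flow analysis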
T cell HTS – T cell immune modulation candidate; 2C CD8+ T cell-vesicle binding, flow cytometry; stronger effect = lower value; calls only at 7 µM; hit rate 0.068% among 330,000;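 active means response, share of CD8 T cells binding vesicles, and their 90th percentile fluorescence all below set limits, cut at about 80% in these data, passing the limit was not always enough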
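Material: 2C TCR transgenic mouse naive CD8+ T cells, MACS-purified. Also added: QL9-charged Drosophila Ld/ICAM-1/B7-1 vesicles. Timing: binding 1.5 h at 37 °C. Measured by: high-throughput flow cytometry with anti-B7-1 and anti-CD8 staining. Read-out: percent CD8+ FL2 mean versus row control. Controls: Unloaded micro-vesicles (low), QL9 vesicles with 0.7% DMSO (high).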
West Nile virus CPE – West Nile virus antiviral activity, cell-based, CPE readout (AID 1621); West Nile virus-infected cells, CPE inhibition; higher % means a stronger effect; CPE inhibition, % at 10 µM; hits with a dose series show IC50 in µM; hit rate 0.02% among 290,000; in the data active means a potency from the dose series; further: strong numbers were not always called active
WT yeast gro inh – growth inhibition of WT yeast, mitochondrial fusion screen | mitochondrial fusion phenotypic screen, WT strain | inhibition, % at 10 µM | hit rate 2.1% among 190,000 | AID 1362; in the data active means inhibition above about 58%; tested in S. cerevisiae
Hep lipid drop – modulators of hepatic lipid droplet formation | AML12 mouse hepatocytes, oleate lipid droplets, BODIPY imaging | inhibition, % at 6.5 µM | hit rate 0.4% among 240,000 | AID 1656;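 active means lipid droplet intensity inhibited by at least 50%, with more than 500 cells counted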
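Material – mouse AML12 hepatocyte cell line, fixed after treatment · Compound dosing – one dose, 6.5 µM compound · Times – compound with oleate, overnight · Measured by – Image-based BODIPY and DAPI two-channel analysis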
bCat nuc transl – modulators of beta-catenin nuclear translocation; HeLa beta-catenin nuclear translocation, immunofluorescence imaging; hit rate 0.3% among 190,000; AID 1665; nuclear translocation activity, % at 5 µM;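 active means nuclear translocation activity above 50% at 5 µM, with a well cell count of 50 or more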;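 further: per-cell ratio of nuclear to cytoplasmic median beta-catenin stain intensity; plate controls were DMSO negative control for no effect and GSK-3 inhibitor IX positive control for full effect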
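Test system: human HeLa cells, native beta-catenin. Compound dosing: 5 µM primary single dose, 0.1% DMSO, 0.02–20 µM confirmation series. Incubation: compound exposure 24 h at 37°C. Detection: beta-catenin immunostaining with DAPI counterstain, 20x imaging, 6 fields/well. Read-out basis: Nuclear/cytoplasmic beta-catenin signal ratio, % activation.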
MT stabilize HCS – stabilizes microtubules in HeLa cells; HeLa tubulin immunostaining HCS, 24 h; share of cells brighter than vehicle mean+2SD; % tubulin-high responders, % at 10 µM; hit rate 0.83% among 200,000;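 active means plate Z-score above 3 for both tubulin-high and condensed-nucleus cell shares, with cell loss under 80%, at 10 µM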;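 further: anti alpha tubulin signal scored within the nucleus-defined area of each cell; some results filed as inactive read as strong as hits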
Autophagy HCS – autophagy modulation, high-content screen | MEF GFP-LC3 puncta imaging; test concentration mostly 10 µM | calls only at 10 µM (by protocol) | hit rate 0.98% among 190,000 | AID 463193;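 active means percentage of spot-positive cells more than 3 SD above its plate mean, without a fluorescence outlier flag or 80% toxicity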;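 further: spot-positive cell cutoff set from DMSO-treated cells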
WT yeast gro inh mutant strain – second read-out of WT yeast gro inh, no call of its own (marks repeat the call); inhibition, %; mitochondrial fusion phenotypic screen, mutant strain inhibition
Insulin prom up cell count – recorded beside Insulin prom up, whose call it bears; cell count; measured here: cytotoxicity, nuclei count;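 total cells summed across four imaged fields per well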
Hep lipid drop cells 6.5 µM – further read-out of Hep lipid drop, marked with its call; cell count; measured here: cell count, cytotoxicity flag;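 cells counted across two imaged fields per well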
bCat nuc transl cell count 5 µM – also measured in bCat nuc transl; calls as there; cell count; measured here: cell count, cytotoxicity flag
T cell HTS vesicle-bound % – further read-out of T cell HTS, marked with its call; double positive events, %; measured here: CD8+ vesicle-bound cell fraction;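 binding gate set so that unloaded-vesicle control wells show 10% double positive cells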
MT stabilize HCS Hoechst-high % – also measured in MT stabilize HCS; calls as there; % Hoechst-high responders; measured here: nuclear condensation Hoechst responders;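 share of cells brighter than vehicle mean plus two SD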
MT stabilize HCS cytotoxicity % – recorded beside MT stabilize HCS, whose call it bears; toxicity, %; measured here: cytotoxicity by cell density;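 0% = mean cell density of plate MIN control wells and 100% = no cells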
Autophagy HCS cell loss 18 h – further read-out of Autophagy HCS, marked with its call; toxicity, %; measured here: cell loss, nuclei count;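 cell loss after 18 h compound exposure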
Myeloid diff MLP GFP+ MAC1+ % – second read-out of Myeloid diff MLP, no call of its own (marks repeat the call); GFP+ MAC1+ double positive, %; measured here: differentiation confirmed by MAC1 staining
* = called active by the depositor; i = inactive; nt = not tested or not shown.

SMILES	Insulin prom up	Insulin prom up cell count	Myeloid diff MLP	Myeloid diff MLP GFP+ MAC1+ %	T cell HTS	T cell HTS vesicle-bound %	West Nile virus CPE	WT yeast gro inh	WT yeast gro inh mutant strain	Hep lipid drop	Hep lipid drop cells 6.5 µM	bCat nuc transl	bCat nuc transl cell count 5 µM	MT stabilize HCS	MT stabilize HCS Hoechst-high %	MT stabilize HCS cytotoxicity %	Autophagy HCS	Autophagy HCS cell loss 18 h
Cc1ccc(N=Nc2ccc(C)cc2NC(=O)Nc2ccccc2F)cc1	-0.37	1400	i	0.5	i	53	-1.2%	nt	nt	39	700	-3.0	1177	nt	nt	nt	nt	nt
COc1ccc(S(=O)(=O)N2CCCC(C(=O)NCCc3ccccc3)C2)cc1 (stereo not drawn)	nt	nt	i	0.8	i	33	-0.1%	nt	nt	0	720	nt	nt	nt	nt	nt	nt	nt
CCc1nnc(NC(=O)CCC(=O)NCc2ccccc2OC)s1	4*	1603*	i	1.6	i	28	0.3%	-6	-1	nt	nt	-1.6	1408	2.7	1.4	7.7	i	-1
Cc1noc(C)c1COC(=O)C(c1ccccc1)c1ccccc1	1.7	1221	i	0.1	i	37	-1.6%	24	-6	14	674	-3.1	1035	4.1	2.8	2.4	i	5
Cc1ccc2c(c1)COc1c3ccc(C(=O)NCC4CC4)cc3nn1-2	-0.96	1003	i	0.4	i	13	0.0%	nt	nt	nt	nt	-1.3	1156	nt	nt	nt	nt	nt
O=C(COC(=O)C1(c2ccc(F)cc2)CCCC1)N1CCOCC1	0.21	1147	i	0.9	i	16	-0.1%	-5	0	nt	nt	-6.4	1004	5.6	4.1	5.1	i	1
Cc1nc(SCC(=O)N2CCOCC2)c2c(=O)n(C)c(=O)n(C)c2n1	1	1008	i	0.3	i	54	0.5%	nt	nt	-6	703	-0.4	1301	nt	nt	nt	nt	nt
CC1CCC2C(=O)N(c3ccc(NC4CCN(Cc5ccccc5)CC4)c([N+](=O)[O-])c3)C(=O)C2C1 (stereo not drawn)	-0.31	1152	i	0.4	i	28	nt	9	-9	-16	708	3.2	1032	3.4	3.3	4.4	i	-4
CC1=Nc2cccc([N+](=O)[O-])c2NC(=O)C1	-0.39	1352	i	0.5	nt	nt	0.4%	-2	-7	14	707	-0.4	1049	2.1	1.5	3.3	i	17
O=C(O)CCC(=O)Nc1ccc(-c2nc3ccc(C(=O)c4ccccc4)cc3[nH]2)cc1	nt	nt	i	0.7	i	54	0.4%	nt	nt	-5	798	nt	nt	nt	nt	nt	nt	nt
CCc1cccc(CC)c1NC(=O)C(CC)Sc1nc2ccncc2[nH]1 (stereo not drawn)	nt	nt	i	1.6	i	47	-0.8%	nt	nt	-1	762	nt	nt	nt	nt	nt	nt	nt
CN(C)/C=C/C(=O)c1cnc(-c2cccc(Cl)c2)s1	0.17	1584	i	0.6	i	44	-0.1%	4	1	-2	713	-5.5	1054	2.5	2.4	1.9	i	0
CC(=O)c1ccc(S(=O)(=O)N2CCC(Oc3ccc(-n4cnnn4)cc3)CC2)cc1	nt	nt	i	0.5	i	9	0.0%	nt	nt	1	695	nt	nt	nt	nt	nt	nt	nt
CCCC(=O)C1=C(O)C(C(=O)OC)C(C)(C)CC1=NCCc1ccc(OC)c(OC)c1 (stereo not drawn)	0.43	1536	i	0.1	i	51	-0.8%	-17	4	0	718	0.7	1012	2.5	2.2	7.8	i	2
Cc1ccc(NC(=O)COC(=O)C2CC2(Cl)Cl)cc1C (stereo not drawn)	0.94	1210	i	1.1	i	42	0.1%	12	7	11	696	-1.9	1089	2.0	1.3	2.0	i	-16
CCOCC(=O)Nc1cc(S(=O)(=O)N2CCOCC2)ccc1N1CCCCC1	0.86	1239	i	0.2	i	33	-0.7%	6	8	-13	716	-2.3	1114	2.8	2.2	8.0	i	10
CN(Cc1ccco1)C(=O)Cn1nc(-c2ccc(Cl)cc2)ccc1=O	nt	nt	i	1.0	i	12	-0.1%	1	-7	-13	675	-1.7	1138	2.0	1.7	5.9	i	40
COc1ccc(-c2c(C)nn3c(Cl)c(C)c(C)nc23)cc1	nt	nt	i	0.4	i	57	1.4%	nt	nt	13	809	nt	nt	nt	nt	nt	nt	nt
Cc1ccc(-n2c(SCC(=O)N/N=C/C=C/c3ccccc3[N+](=O)[O-])nc3ccccc3c2=O)cc1	-0.56	1176	i	0.6	i	36	-0.4%	5	-21	-1	656	-1.4	548	4.8	4.1	6.5	i	7
Cn1c(/C(C#N)=C(\O)c2ccc([N+](=O)[O-])cc2)nc2ccccc21	0.07	1363	i	0.3	i	51	-0.6%	9	-17	1	680	0.3	1085	2.9	1.1	9.8	i	14
CCS(=O)(=O)Nc1ccc(-c2ccc(NS(=O)(=O)CC)c(OC)c2)cc1OC	0.76	1248	i	1.3	i	49	0.0%	-4	1	-16	677	0.2	496	3.2	1.0	41	i	1
O=C(NCCc1ccc(Cl)cc1)C1CCC(CNc2c(N3CCCCC3)c(=O)c2=O)CC1 (stereo not drawn)	0.3	1062	i	1.5	i	23	0.4%	14	2	-7	798	2.7	494	3.3	1.7	6.1	i	14
CC(=O)c1cccc(NC(=O)CSc2ccc(-c3ccc4c(c3)OCO4)nn2)c1	-0.1	1357	i	2.9	i	15	-0.5%	14	0	18	691	-2.2	988	2.4	1.7	8.1	i	5
Cc1onc(-c2c(Cl)cccc2Cl)c1C(=O)N1CCN(c2ncccn2)CC1	0.01	1417	i	0.4	i	47	0.1%	-28	-12	1	659	-0.8	1014	1.4	1.9	1.9	i	-2
CCN(CC)S(=O)(=O)c1ccc(NC(=O)c2cc(-c3ccccc3)nc3ccccc23)cc1	0.63	1487	i	0.9	i	34	-0.4%	6	12	-13	625	-1.3	1197	4.4	2.1	0.3	i	6
Nc1[nH]n(-c2ccccc2)c(=O)c1N=Nc1ccc2c(c1)OCO2	-0.58	901	i	0.8	i	20	-0.2%	nt	nt	-3	665	1.1	1252	nt	nt	nt	nt	nt
COC(=O)c1sc2nc(SCc3cccc(Cl)c3)n(N)c(=O)c2c1C	-0.19	1015	i	0.9	i	15	0.1%	18	-5	nt	nt	-0.6	436	2.4	3.1	13	i	4
CCCOc1ccc(C(=O)NCCC(=O)NCCCC(=O)OCC)cc1	2.1	821	i	7.4	i	30	0.1%	10	0	28	736	-6.0	1130	3.7	2.5	6.5	i	9
CCn1nc(C)c(CNC(=O)c2ccc(OC3CCN(Cc4ccccn4)CC3)cc2)c1C	nt	nt	i	5.7	i	19	-1.6%	nt	nt	-29	644	nt	nt	nt	nt	nt	nt	nt
Cc1ccc(N=Cc2sccc2C)cc1C	-0.58	1333	i	0.3	i	22	0.2%	15	3	2	663	nt	nt	1.4	1.7	0.0	i	5

Next section; the last two above are carried over.
SMILES	Insulin prom up	Insulin prom up cell count	Myeloid diff MLP	Myeloid diff MLP GFP+ MAC1+ %	T cell HTS	T cell HTS vesicle-bound %	West Nile virus CPE	WT yeast gro inh	WT yeast gro inh mutant strain	Hep lipid drop	Hep lipid drop cells 6.5 µM	bCat nuc transl	bCat nuc transl cell count 5 µM	MT stabilize HCS	MT stabilize HCS Hoechst-high %	MT stabilize HCS cytotoxicity %	Autophagy HCS	Autophagy HCS cell loss 18 h
CCn1nc(C)c(CNC(=O)c2ccc(OC3CCN(Cc4ccccn4)CC3)cc2)c1C	nt	nt	i	5.7	i	19	-1.6%	nt	nt	-29	644	nt	nt	nt	nt	nt	nt	nt
Cc1ccc(N=Cc2sccc2C)cc1C	-0.58	1333	i	0.3	i	22	0.2%	15	3	2	663	nt	nt	1.4	1.7	0.0	i	5
COC(=O)c1cc2n(n1)CCN(Cc1ccccc1Cl)C2=O	0.38	1479	i	0.4	i	53	nt	-1	-21	nt	nt	-0.2	851	3.1	2.1	1.8	i	-23
CC(CC1C(C#N)=C(N)OC2=C1C(=O)CCC2)c1ccccc1 (stereo not drawn)	0.69	1994	i	2.1	i	19	-0.2%	-4	-8	2	588	-1.7	1046	2.3	2.7	17	i	10
Cc1cc(NC(=O)c2ccc([N+](=O)[O-])cc2Cl)no1	nt	nt	i	0.7	i	34	-0.1%	nt	nt	7	829	nt	nt	nt	nt	nt	nt	nt
COc1ccc(CNC(=O)C2CCCN(S(=O)(=O)c3ccc4c(c3)CCCN4C(C)=O)C2)cc1 (stereo not drawn)	nt	nt	i	6.3	i	19	-0.4%	nt	nt	2	774	nt	nt	nt	nt	nt	nt	nt
O=C(c1cc(-c2cccc(O)c2)on1)N1CCN(C(c2ccccc2)c2ccccc2)CC1	1.3	1636	i	2.5	i	66	-0.1%	21	13	-4	693	-0.8	1049	1.9	2.4	0.3	i	1
CCOC(=O)C1CCCN(C(=O)c2cc3cc(OC)c(OC)cc3[nH]2)C1 (stereo not drawn)	nt	nt	i	0.1	i	33	-0.5%	nt	nt	-3	790	nt	nt	nt	nt	nt	nt	nt
Cc1ccc(N2CCN(CCCN3C(=O)C4CCCN4C3=O)CC2)cc1 (stereo not drawn)	0.19	1198	i	0.6	i	53	0.2%	-14	-11	-8	650	-2.1	515	4.8	2.8	3.9	i	-2
COCc1[nH][nH]c(=O)c1C=Nc1ccccc1	0.3	949	i	0.1	i	53	nt	-15	-54	17	738	nt	nt	1.3	1.5	12	i	5
COc1cc(NC(=O)CCS(=O)(=O)c2ccc3c(c2)oc(=O)n3C)cc(OC)c1	nt	nt	i	2.0	i	13	0.3%	nt	nt	16	720	nt	nt	nt	nt	nt	nt	nt
O=C(COC(=O)CCc1ccc(S(=O)(=O)N2CCOCC2)cc1)NCc1ccccc1	0.63	1196	i	0.3	i	27	0.3%	5	8	3	707	0.3	1181	1.2	0.8	5.1	i	8
N#CC1=C(N)n2c(s/c(=C\c3cccs3)c2=O)=C(C#N)C1c1cccs1 (stereo not drawn)	0.71	1540	i	0.2	i	58	0.8%	14	-3	-5	611	-0.9	1235	6.4	1.3	6.8	i	8

No enrichment for hits. Share with any hit: about 3.9%.
